Wee1 stabilizer – Wee1 degradation inhibitors, primary screen, cell-based, HeLa, Wee1K328M-luciferase, luminescence | reporter increase, % at 5 µM | 220,000 compounds, 1.2% hits | HeLa Luc-Wee1K328M stability; 100% = proteasome inhibitor MG132 effect;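 active means activation above the mean of all tested compounds plus 3 SD, set per screening run, cut at about 8.8% in these data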;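 further: cells exposed to compound for 20 h before luminescence read; 0% = DMSO alone and 100% = MG132 at 30 µM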
FXIIa inh – human FXIIa protease inhibitors, primary screen, biochemical, 1536-well. AID 800, 2007. inhibition, % at 5 µM. purified FXIIa, Boc-QGR-AMC fluorogenic substrate, 2 h. Coagulation factor XII (Homo sapiens), P00748. 220,000 compounds, 0.3% hits; in the data active means inhibition above about 40%;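 further: 0% = enzyme with no compound and 100% = blank without enzyme; many of its hits are not listed in these tables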
14-3-3 Bad inh – inhibitors of 14-3-3 zeta/Bad binding, primary screen, biochemical, TR-FRET, bovine 14-3-3 zeta; 220,000 compounds, 0.71% hits; 14-3-3 protein zeta/delta (Bos taurus), P63103; inhibition, % at 21.7 µM; AID 781, 2007; TR-FRET 14-3-3zeta/Dy647-pBad peptide displacement, 1 h;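 active means inhibition above about 70%, limit read from the data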;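 further: 0% = full 14-3-3 plus peptide FRET controls and 100% = background without 14-3-3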
Target sequence (P63103 whole entry, looked up): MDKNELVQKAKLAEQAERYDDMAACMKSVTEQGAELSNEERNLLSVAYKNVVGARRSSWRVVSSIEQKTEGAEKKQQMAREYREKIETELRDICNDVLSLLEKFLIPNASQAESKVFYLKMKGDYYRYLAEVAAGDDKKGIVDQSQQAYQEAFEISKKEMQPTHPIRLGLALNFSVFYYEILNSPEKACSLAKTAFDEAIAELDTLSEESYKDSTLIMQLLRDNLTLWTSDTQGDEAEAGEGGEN
thrombin 1536 – human alpha-thrombin inhibitors, primary screen, counter-screen for coagulation protease inhibitor project, biochemical, 1536-well, fluorogenic AMC substrate; Prothrombin (Homo sapiens), P00734; Boc-VPR-AMC fluorogenic substrate cleavage; inhibition, % at 5 µM; 220,000 compounds, 0.26% hits; AID 1046, 2008;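 active means inhibition at or above 40%; inactive means inhibition below 40%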;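 further: 0% = enzyme with no compound and 100% = wells without enzyme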
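Material: human alpha-thrombin protein. Incubation: reaction at ambient temperature. Technique: fluorescence of released AMC, ex 355 nm, em 460 nm. Control set: no-compound enzyme wells and no-enzyme blanks. Also added: Boc-VPR-AMC substrate, 15 µM final. Buffer or medium: pH 7.5 Tris (50 mM) with NaCl 150 mM, Tween 20 0.05%.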
FXIa inh 1536 – human FXIa protease inhibitors, primary screen, biochemical, 1536-well; 220,000 compounds, 0.14% hits; Coagulation factor XI (Homo sapiens), P03951; AID 798, 2007; purified FXIa, Boc-Glu-Ala-Arg-AMC fluorogenic substrate; inhibition, % at 5 µM;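 active means inhibition of at least 40%; inactive means inhibition below 40%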;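 further: fluorescence of freed AMC excited at 355 nm; 0% = enzyme without compound and 100% = no enzyme blank; many of its hits are not listed in these tables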
KLK5 inh – human KLK5 protease inhibitors, primary screen, biochemical, 1536-well; inhibition, % at 5 µM; Kallikrein-5 (Homo sapiens), Q9Y337; 210,000 compounds, 0.59% hits; recombinant hK5, fluorogenic AMC substrate cleavage;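 active means inhibition of 40% or more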;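 further: 0% = enzyme controls without compound and 100% = no-enzyme blanks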
Target sequence (Q9Y337 67-293 limits assumed): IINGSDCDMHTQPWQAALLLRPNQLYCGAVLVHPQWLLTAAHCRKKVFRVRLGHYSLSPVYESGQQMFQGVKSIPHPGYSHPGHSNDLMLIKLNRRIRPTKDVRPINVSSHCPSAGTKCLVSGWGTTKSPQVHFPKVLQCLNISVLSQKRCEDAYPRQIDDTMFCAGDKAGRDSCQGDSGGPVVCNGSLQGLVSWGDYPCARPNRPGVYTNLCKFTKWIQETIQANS
Hck-Nef inh – inhibitors of Nef-activated human Hck kinase, primary screen, biochemical, Z-Lyte FRET, 384-well, Hck-YEEI | inhibition, % at 20 µM | 220,000 compounds, 0.68% hits | Recombinant Hck-YEEI plus Nef, Z-Lyte FRET kinase assay;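 active means Hck-Nef kinase inhibition above about 50%, limit read from the data; inactive means inhibition below that limit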;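 further: 0% = DMSO with Hck plus Nef and 100% = Hck alone without Nef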
Target sequence (P08631 whole entry, looked up): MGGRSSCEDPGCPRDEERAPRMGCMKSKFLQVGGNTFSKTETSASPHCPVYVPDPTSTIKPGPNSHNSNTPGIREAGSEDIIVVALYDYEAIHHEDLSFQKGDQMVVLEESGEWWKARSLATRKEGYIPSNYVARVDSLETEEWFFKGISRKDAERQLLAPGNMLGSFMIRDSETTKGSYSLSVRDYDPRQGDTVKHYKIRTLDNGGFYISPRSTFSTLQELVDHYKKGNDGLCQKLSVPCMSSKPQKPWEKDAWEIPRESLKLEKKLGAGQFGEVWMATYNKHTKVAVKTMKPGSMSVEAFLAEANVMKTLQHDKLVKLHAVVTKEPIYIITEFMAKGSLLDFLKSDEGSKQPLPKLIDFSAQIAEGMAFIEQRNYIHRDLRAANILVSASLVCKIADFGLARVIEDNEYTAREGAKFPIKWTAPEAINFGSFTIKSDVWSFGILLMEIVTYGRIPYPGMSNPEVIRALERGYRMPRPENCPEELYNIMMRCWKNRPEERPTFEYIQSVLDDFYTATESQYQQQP
Runt-SMMHC FRET – inhibitors of RUNX1 Runt–CBFb-SMMHC binding, primary screen, biochemical, FRET, Cerulean-Runt, Venus-CBFb-SMMHC, uHTS; Runt-related transcription factor 1 (Homo sapiens) + Core-binding factor subunit beta …; Cerulean-Runt/Venus-CBFb-SMMHC FRET ratio 530/480, 1 h; inhibition, % at 20 µM; 220,000 compounds, 0.74% hits;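 active means mean inhibition across duplicate retests at 20 µM reaching about 50%, limit read from the data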;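 further: 0% = DMSO wells and 100% = wells with excess untagged CBFb-SMMHC; inhibitors lower the FRET ratio by blocking Runt binding to CBFb-SMMHC; some results filed as inactive read as strong as hits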
Runt-CBFb FRET – inhibitors of RUNX1 Runt–CBFb binding, primary screen, biochemical, FRET, Cerulean-Runt, Venus-CBFb, uHTS; Runt-related transcription factor 1 (Homo sapiens) + Core-binding factor subunit beta …; Cerulean-Runt/Venus-CBFb FRET ratio 530/480, 1 h; inhibition, % at 20 µM; 220,000 compounds, 0.46% hits;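 active means inhibition over about 50% at 20 µM in the single-dose screen, limit read from the data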;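 further: 0% = DMSO wells and 100% = excess unlabeled CBFb competitor control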
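Reagent – Venus-CBFb binding partner, 100 nM · Assay system – Cerulean-tagged RUNX1 Runt domain (FRET donor) fusion protein · Input – 100 nM per protein · Incubation – two 1 h room-temperature incubations shielded from light · Measured by – FRET fluorescence · Medium – Tris buffer pH 7.5 with salts and BSA · Benchmarks – unlabeled CBFb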
* = called active by the depositor; . = no result given; [ ] = remark or other dose. Rows are unselected. About 4.2% of those tested had a hit in this group.

SMILES	Wee1 stabilizer	FXIIa inh	14-3-3 Bad inh	thrombin 1536	FXIa inh 1536	KLK5 inh	Hck-Nef inh	Runt-SMMHC FRET	Runt-CBFb FRET
O=C(CNS(=O)(=O)c1cccs1)N1CCc2ccccc2C1	8	1	0	-4	6	0	0	2	-1
CCn1c2ccccc2c2nnc(SCC(=O)Nc3ccc4c(c3)OCO4)nc21	0	14	3	-8	4	-2	2	-4	3
O=S(CCc1ccncc1)Cc1ccccc1 (stereo not given)	1	19	10[fluorescence artefact?]	6	4	2	0	5	0
COc1cccc(NC(=O)CN(C)C(C)C(=O)Nc2cc([N+](=O)[O-])ccc2Cl)c1 (stereo not given)	-2	6	-5	-5	-1	6	-18	0	-2
CC(NC(=S)NCCN1CCOCC1)C12CC3CC(CC(C3)C1)C2 (stereo not given)	2	7	-6	1	0	9	17	-1	0
Cc1ccc(OCC(=O)N/N=C/c2ccncc2)cc1C	-4	7	1	3	8	3	6	-8	2
O=C(COC(=O)c1ccccn1)Nc1ccc(S(=O)(=O)N2CCOCC2)cc1	7	13	-3	2	4	5	-1	-1	1
CCN1C2=NCCCN2c2ccccc21	-1	10	-4[fluorescence artefact?]	-2	3	1	-1	-33	0
C=CC(COCc1ccccc1)N(Cc1ccc(OC)cc1)S(=O)(=O)c1ccccc1Br (stereo not given)	.	7	-3	1	-2	0	25	2	2
O=C(CCc1ccccc1)Nc1nc2n(n1)C(c1ccc(Cl)cc1)CC(=O)N2 (stereo not given)	-3	19	5	7	0	-11	-1	2	0
CN(c1ccccc1)S(=O)(=O)c1cc(Cl)ccc1Cl	-1	6	-6	-4	2	1	23	-2	-1
Cc1c(-c2nc(-c3cccnc3)no2)cccc1[N+](=O)[O-]	6	9	-8	-2	-1	1	2	-4	2
CCOc1ccc(N2CC(C(=O)NCCc3ccc(OC)c(OC)c3)CC2=O)cc1 (stereo not given)	6	8	-12	3	4	-5	-2	-1	-1
COc1ccc(CNCCNC(=O)c2cccs2)c(OC)c1OC	12*	11	25	-6	0	5	23	2	1
Cc1cc(NC(=O)CSc2ccc(-c3cccc([N+](=O)[O-])c3)nn2)no1	1	10	0	1	7	5	22	-7	-1
CCOCc1cc(C2NC(=O)NC(C)=C2C(=O)OCC)ccc1OC (stereo not given)	-3	9	6	-1	2	-12	11	0	-2
O=C(N/C(=C/C=C\c1ccccc1)C(=O)N1CCOCC1)c1ccc(Br)cc1	1	-5	-1	2	-5	-22	-7	2	-1
CSc1n[nH]c(=O)n1C1CCCCC1	1	9	-15	-4	4	0	16	1	-2
CCN(CC)S(=O)(=O)c1ccc(NC(=O)Cc2cccs2)cc1	0	5	7	3	-2	-16	4	-3	1
CC(C)NC(=S)N1CCN(C(c2ccccc2)c2ccccc2)CC1	2	2	-12	9	-2	-1	0	4	1

Single values from the results shown.
Wee1 stabilizer result of O=S(CCc1ccncc1)Cc1ccccc1 (stereo not given) reads 1
KLK5 inh result of Cc1cc(NC(=O)CSc2ccc(-c3cccc([N+](=O)[O-])c3)nn2)no1 reads 5
Hck-Nef inh result of CCN1C2=NCCCN2c2ccccc21 reads -1
Hck-Nef inh result of Cc1ccc(OCC(=O)N/N=C/c2ccncc2)cc1C reads 6
Runt-CBFb FRET result of O=C(CCc1ccccc1)Nc1nc2n(n1)C(c1ccc(Cl)cc1)CC(=O)N2 (stereo not given) reads 0

(list continues)
SMILES	Wee1 stabilizer	FXIIa inh	14-3-3 Bad inh	thrombin 1536	FXIa inh 1536	KLK5 inh	Hck-Nef inh	Runt-SMMHC FRET	Runt-CBFb FRET
CCOC(=O)Cc1csc(NC(=O)C(C)Oc2ccc3c(C)cc(=O)oc3c2)n1 (stereo not given)	4	14	9	3	5	.	10	3	-2
CCOC(=O)c1c(-c2ccccc2)csc1NC(=O)CSc1nc(N)cc(N)n1	3	2	-15[fluorescence artefact?]	-9	-1	-25	-1	0	-4
Cc1nc(-c2ccccc2)nc2sc(C(=O)c3ccc(F)cc3)c(N)c12	1	8	6	2	1	-2	-101	72	-55
CCN(CC)CCNC(=S)Nc1ccc(F)cc1	-4	4	-4	-15	-7	-1	14	-3	-2
O=c1[nH]c(/C(=N\O)c2ccccc2)no1	2	22	4	-5	19	-23	-4	-2	2
COc1cc(C(=O)NCC(c2cccnc2)N2CCN(c3ccccc3)CC2)cc(OC)c1OC (stereo not given)	0	5	1	-3	5	-9	2	3	-2
CN(C)S(=O)(=O)Oc1cccc(C(=O)Nc2ccccc2Cl)c1	-1	-2	-3[fluorescence artefact?]	-6	-8	-9	1	2	-3
CCc1cccc(OCCCCN(CC)CC)c1	2	0	.	-4	-10	-29	1	-3	0
COc1cccc(CNC(=S)NC2CC2)c1	2	10	1	1	0	4	7	-2	2
N#Cc1ccc(CSc2nnc(NC(=O)C3CC(=O)N(c4ccc5c(c4)OCCO5)C3)s2)cc1 (stereo not given)	2	-1	-11[fluorescence artefact?]	-4	-5	-42	-13	-4	-1
COc1cccc(C(=O)N(CN2CCCC2=O)c2cc(C)on2)c1	0	20	-14	-13	19	2	2	-11	-1
O=[N+]([O-])c1nn(-c2ccc(Cl)cc2)n(O)c1=NCc1ccccc1	-1	0	2	2	-7	-18	4	-4	2
Cn1ncc([N+](=O)[O-])c1C(=O)Nc1ccc(-c2nc3ccccc3[nH]2)cc1	1	15	8	9	3	24	3	-5	-2
COc1ccc(-c2nn(C)c(=O)c3ccccc23)cc1NC(=O)Cn1nc(-c2ccccc2)c2ccccc2c1=O	0	0	-31[fluorescence artefact?]	-4	-2	-6	6	0	0
COc1ccc(S(=O)(=O)Nc2ccc3c(c2)OCO3)cc1	-1	18	-7[fluorescence artefact?]	4	0	4	-3	-2	-2
O=C(Nn1c(-c2ccc(Br)cc2)nc2ccccc2c1=O)c1ccncc1	1	6	6	-7	-3	-5	5	1	-1
Cc1nn(-c2ccc([N+](=O)[O-])cc2)c2c1C(c1ccc(OC(F)F)cc1)N1C(=N2)C(=O)Nc2ccccc21 (stereo not given)	2	10	-9	7	4	-2	11	-35	-17
CC(=O)Nc1ccc(NC(=O)CSc2nnc(COc3ccccc3C)n2CC2CCCO2)cc1 (stereo not given)	1	2	-6	-3	-2	-2	25	3	1
COc1ccc(/C=C(/C#N)C(=O)Nc2cccnc2)cc1OC	0	13	6	6	8	0	9	1	0
Cc1nn(-c2ccccc2)c(N2CCCC2)c1/C=N/NC(=S)Nc1ccccc1C(F)(F)F	-1	11	0	-7	4	-23	4	6	2
O=C(c1ccccc1-n1cccn1)N1CCc2c([nH]c3ccccc23)C1c1ccccn1 (stereo not given)	2	5	-10	-1	-1	.	0	5	-2
O=C(CSc1nnc(NC(=O)c2ccc(S(=O)(=O)N3CCOCC3)cc2)s1)Nc1ccccc1C(F)(F)F	-1	3	11	-10	4	3	3	-5	-7
O=C(Nc1ccc2c(c1)OCCO2)c1cc2sccc2n1Cc1ccc(F)cc1	0	13	-1	0	-2	-3	0	2	-2
CCn1c(COc2ccccc2C)nc2ccccc21	0	12	3	-1	0	-11	-7	3	-4
CC(C)NC(=O)N1CCCN(c2nc3ccc(Cl)cc3s2)CC1	-1	3	-3	-9	2	-8	-3	2	0
COc1ccc(CCNC(=O)COC(=O)Cn2cnc3ccccc32)cc1OC	-2	1	0	-4	2	-5	2	2	0
S=C(c1ccc(-c2ccc(Cl)cc2Cl)o1)N1CCCC1	-1	-1	-3	-7	-13	-1	-6	-2	23
Cc1cc(Cl)ccc1OCCCC(=O)NCc1ccccn1	-1	2	-16	-2	-5	-2	18	2	-3
COC(=O)c1ccccc1NC(=O)C1CCC(=O)N1S(=O)(=O)c1ccc(C)cc1 (stereo not given)	0	15	-17	21	8	16	0	1	-1
O=[N+]([O-])c1cc(S(=O)(=O)N2CCCC2)ccc1N/N=C/c1cccnc1	-2	12	-4[fluorescence artefact?]	1	9	-4	6	-7	-5
CCCN(CC1CC1)C(=O)CSc1nnc(-c2cc(-c3cccs3)nc3ccccc23)o1	19*	-8	-4	-14	-1	-32	3	9	-1
COc1cccc(CN2CCN(C3CCN(c4ccccc4F)CC3)CC2CCO)c1 (stereo not given)	-5	10	-7	-6	1	2	21	0	-2
Cc1cc(Cl)ccc1OCC(=O)OCC(=O)Nc1ccc(F)c([N+](=O)[O-])c1	1	11	-3	0	7	-5	-7	-1	0
CCOc1cc(NC(=S)NCCc2ccccc2)c(OCC)cc1NC(C)=O	-5	9	-10	-2	-1	2	21	.	.
O=C(COC(=O)CNC(=O)c1cccc([N+](=O)[O-])c1)Nc1nc2ccccc2s1	2	14	-8[fluorescence artefact?]	0	8	-9	1	-4	-1
COc1ccc(C(=O)CSc2nnc(C(CO)NC(=O)c3ccc(OC)cc3)n2C)cc1 (stereo not given)	-1	12	11	2	-2	-13	3	-2	-1
CCCn1c(NCc2ccco2)nc2ccccc21	-2	8	3	-6	-7	-2	0	0	2
CN(C)S(=O)(=O)c1ccc(C(=O)NCC(C)(C)N2CCOCC2)cc1	2	5	-4	-3	-2	1	13	0	-1
O=C(CCc1ccccc1)Nc1nncs1	-3	13	7	-1	0	3	0	1	-1
C=CCn1c(-c2csc3ccccc23)n[nH]c1=S	0	17	-2	3	5	-10	2	7	0
CCOC(=O)c1cnc2sc3c(n2c1=O)CCCC3	-1	14	-11	-2	4	-63	1	16	7
CC1(C)Cc2ccccc2C(N/N=C/c2cccc(F)c2)=N1	-2	9	65	1	1	-10	1	2	-4
CCCn1c(=O)c(C(=O)NNS(=O)(=O)c2ccc(C)cc2)c(O)c2ccccc21	-1	8	-6[fluorescence artefact?]	-3	1	12	1	1	-2
O=C(NCc1ccc(F)cc1)c1c2c(nc3ccccc13)CCN(Cc1ccccc1)C2	0	-4	2[fluorescence artefact?]	-3	1	-7	1	-3	-1
O=[N+]([O-])c1ccc2c(c1)C(N1CCOCC1)/C(=C/COc1ccc(F)cc1)O2 (stereo not given)	0	10	-6	3	1	-1	0	0	0

An excerpt from above in order of heavy-atom count, highest first.
SMILES	Wee1 stabilizer	FXIIa inh	14-3-3 Bad inh	thrombin 1536	FXIa inh 1536	KLK5 inh	Hck-Nef inh	Runt-SMMHC FRET	Runt-CBFb FRET
CCCn1c(=O)c(C(=O)NNS(=O)(=O)c2ccc(C)cc2)c(O)c2ccccc21	-1	8	-6[fluorescence artefact?]	-3	1	12	1	1	-2
CCOC(=O)c1cnc2sc3c(n2c1=O)CCCC3	-1	14	-11	-2	4	-63	1	16	7
C=CCn1c(-c2csc3ccccc23)n[nH]c1=S	0	17	-2	3	5	-10	2	7	0
